From PubChem BioAssay
A-T KAP1 phos – potential ataxia-telangiectasia treatments restoring KAP-1 phosphorylation | […] A-T fibroblasts, KAP-1 phosphorylation AlphaLISA; neocarzinostatin DNA damage 30 min before lysis | hit rate 0.19% among 320,000 | Potency, µM (highest dose often 57.5 µM), inactives show top-dose activation, usual class: activators; note: potency is the fitted concentration of half-maximal effect; % of control where 0% means no effect; nearly all actives have a fitted effect of over 45% in size
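ATM-like activity read as KAP-1 phosphorylation via AlphaLISA donor/acceptor antibody pairs after lysis and 6 hr at 25C. Cells were ATM-null patient fibroblasts ([…], hTERT), dosed 60 min, then exposed to the DSB inducer NCS for 30 min.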
BCR signal inh – chronic active BCR signaling inhibition. ABC-DLBCL IkBa-CBG/CBR reporter, luminescence ratio, 4 h. AID 493014. hit rate 0.05% among 340,000. Potency, µM (top dose mostly 46.1 µM), for inactives: at the top dose ratio change, negative = lower green/red ratio, hits mostly inhibitors; active = well fitted inhibition curve with a large enough effect in the signal ratio, with a control signal flat, not every such curve was filed as active; inconclusive = small, poorly fitted or top-dose-only effect, or effect the other way, or a change in a side signal; the % refers to the signal ratio;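 note: potency is the fitted concentration of half-maximal effect; plate controls were basal doxycycline-induced cells for no effect and cells given 10 µM MG132 for full effect; MG132 reads +100%, hits lower the ratio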
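TMD8 human ABC-DLBCL cells with doxycycline-inducible IκBα–green luciferase fusion and unfused red luciferase, in 0.5% FBS medium; compounds up to 46 uM, 4 h at 37C. Green/red luminescence ratio, filter-overlap corrected, fitted to concentration-response curves.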
a7 integrin act – activators of alpha7 integrin expression for muscular dystrophy | hit rate 0.064% among 350,000 | Potency, µM (doses to about 38.3 µM), for the others: top-dose activation, actives largely listed as activators | alpha7betagal myoblasts, beta-gal FDG fluorescence, 48 h;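 note: potency is the fitted concentration of half-maximal effect; 100% = response of the positive control SU9516; nearly all actives have a fitted effect of over 60% in size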
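Alpha7betagal+/- myoblasts (passage 13) were plated 16-24 hr, then exposed to compounds (1:260 dilution of DMSO stock) for 48 hours at 37C. After MPER lysis, β-galactosidase reporter activity was read as FDG fluorescence (ex 480/em 540) after 30 minutes.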
Tb PFK block – blocks T. brucei phosphofructokinase. Potency, µM (top dose mostly 57.5 µM), without a hit: at the top dose activity, negative = inhibition, usual class: inhibitors. T. brucei PFK, ADP-Glo luminescence. AID 485367. hit rate 0.17% among 330,000;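 note: potency is the fitted concentration of half-maximal effect; 0% = uninhibited 1x PFK enzyme wells and -100% = no-enzyme wells; nearly all actives have a fitted effect of over 60% in size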
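Activity is normalized to no-enzyme wells (full inhibition) and 1.25 nM enzyme wells (no inhibition). Reaction: 0.5 mM F6P, 0.1 mM ATP, 45 min RT, ADP-Glo luminescence; concentration-response curves fitted and classed by quality.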
Mito fusion yeast – blocks mitochondrial division or promotes mitochondrial fusion | S. cerevisiae fusion-defective mutant growth rescue, CellTiterGlo 48 h | Potency, µM (highest dose often 46.1 µM), for the others: at the top dose growth rescue (activation), usual class: activators | hit rate 0.23% among 320,000;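 note: potency is the fitted concentration of half-maximal effect; % of control where 0% means no effect; nearly all actives have a fitted effect of over 45% in size; temperature-sensitive fusion mutants such as fzo1-1 at 37 °C on non-fermentable ethanol glycerol medium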
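Yeast fusion mutant, YPEG (non-fermentable carbon), compound, 48 h at 37C non-permissive; CellTiterGlo added, 10 min RT, luminescence read. Rescued growth = division inhibition.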
TSG101-PTAP inh – blocks PTAP/TSG101 interaction to inhibit HIV-1 budding. Fluorescence polarization, FITC-PTAP peptide / Tsg101 binding. 340,000 tested, under 10 active. Potency, µM (top dose mostly 115 µM), for inactives: top-dose activity change, negative = inhibition, usual class: inhibitors. Q99816; active = well fitted inhibition curve with a large enough effect in the main read-out, with a control signal flat, not every such curve was filed as active; inconclusive = small, poorly fitted or top-dose-only effect, or effect the other way, or a change in a side signal; inactive = no such curve, though single readings can be large or run the other way; note: potency is the fitted concentration of half-maximal effect; % of control where 0% means no effect
Target sequence (Q99816 whole entry, looked up): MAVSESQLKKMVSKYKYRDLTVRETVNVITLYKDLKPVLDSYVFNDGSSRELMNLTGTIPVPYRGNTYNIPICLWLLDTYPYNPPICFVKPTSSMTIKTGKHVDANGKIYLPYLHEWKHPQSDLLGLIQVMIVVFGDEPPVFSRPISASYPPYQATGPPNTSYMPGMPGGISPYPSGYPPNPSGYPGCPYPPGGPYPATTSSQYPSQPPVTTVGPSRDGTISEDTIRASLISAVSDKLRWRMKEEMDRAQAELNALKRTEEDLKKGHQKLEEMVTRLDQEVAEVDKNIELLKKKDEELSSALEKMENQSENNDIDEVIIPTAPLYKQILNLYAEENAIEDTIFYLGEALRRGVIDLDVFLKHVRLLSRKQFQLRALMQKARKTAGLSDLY
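Tsg101 binding domain (10 uM final) was mixed with compound and a FITC-labeled PTAP peptide (50 nM final) in HEPES pH 7.5 buffer with NaCl, Tween 20, EDTA and TCEP; fluorescence polarization was read after 20 min at r.t.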
Eya2 phos inh – blocks the phosphatase activity of human Eya2; AID 488837; recombinant Eya2, OMFP fluorescence dephosphorylation (OMFP is methylfluorescein phosphate); Potency, µM (highest dose often 76.9 µM), for inactives: top-dose activity, negative = inhibition, hits mostly inhibitors; hit rate 0.006% among 330,000; O00167; note: potency is the fitted concentration of half-maximal effect; % is set by controls: 0 for no effect and ±100 for the full control effect
Target sequence (O00167 whole entry, looked up): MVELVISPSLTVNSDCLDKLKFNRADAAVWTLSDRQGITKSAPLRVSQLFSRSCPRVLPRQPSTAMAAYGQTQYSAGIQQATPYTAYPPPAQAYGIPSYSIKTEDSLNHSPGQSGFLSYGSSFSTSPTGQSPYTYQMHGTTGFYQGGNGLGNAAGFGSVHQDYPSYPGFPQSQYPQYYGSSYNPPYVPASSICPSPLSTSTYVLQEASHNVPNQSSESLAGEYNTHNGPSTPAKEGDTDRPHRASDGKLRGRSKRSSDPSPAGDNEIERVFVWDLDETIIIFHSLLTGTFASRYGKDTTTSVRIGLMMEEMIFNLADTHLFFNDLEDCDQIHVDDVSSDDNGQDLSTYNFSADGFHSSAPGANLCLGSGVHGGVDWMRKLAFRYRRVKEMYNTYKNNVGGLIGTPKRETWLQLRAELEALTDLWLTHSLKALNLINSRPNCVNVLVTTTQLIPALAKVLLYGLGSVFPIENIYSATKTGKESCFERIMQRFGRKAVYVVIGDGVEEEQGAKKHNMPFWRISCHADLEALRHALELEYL
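Eya2 (0.2 uM) preincubated 10 min at ambient with compound, then OMFP substrate added at 50 uM; 10 min reaction in 50 mM HEPES pH 7.5, 50 mM NaCl, 5 uM MgCl2, 0.05% BSA, 1 mM DTT. Fluorescence read at Ex 485/Em 525 nm.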
TCR activator – activates T cell receptor signaling | primary human leukocytes, anti-CD3, IL-2 HTRF, 48 h | Potency, µM (series often up to 9.22 µM), for the others: at the highest dose activation of IL-2 secretion, hits mostly activators | 330,000 tested, under 10 active; note: % of control where 0% means no effect
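Primary human leukocytes incubated 48 hr with anti-CD3 beads plus compound, without co-stimulation. Secreted IL-2 measured by HTRF (europium cryptate/d2 anti-IL-2 pair, 320 nm excitation, 665 nm emission).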
ELG1 repair inh – blocks ELG1-dependent DNA repair in HEK293T cells | hit rate 2.3% among 330,000 | Potency, µM (top dose mostly 46.1 µM), without a hit: top-dose activity change, negative = inhibition, usual class: inhibitors | HEK293T ELG1-luciferase reporter, luminescence, 16 h; DNA damage induced by 5-fluorouridine; note: potency is the fitted concentration of half-maximal effect; % is set by controls: 0 for no effect and ±100 for the full control effect; nearly all actives have a fitted effect of over 55% in size
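Step one: seed 2,000 cells per well. Step two: pin-transfer compound or DMSO alongside 5-fluorouridine. Step three: incubate 16 hr, 37 °C, 5% CO2. Step four: add ONE-Glo, wait 30 min, read luminescence.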
S-ASM inh – blocks human secretory acid sphingomyelinase. placental ASM, HMU-PC fluorogenic substrate, 60 min. Potency, µM (series often up to 57.5 µM), for the others: at the highest dose activity change, negative = inhibition, actives largely listed as inhibitors. hit rate 0.006% among 340,000; note: potency is the fitted concentration of half-maximal effect
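qHTS format. ASM enzyme prepared from human placenta hydrolyses the fluorogenic substrate HMU-PC0 (9 uM final) over 60 min at 37 °C after a 10 min compound preincubation.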
TSHR antag – blocks TSH signaling through the human TSH receptor. hit rate 0.2% among 330,000. activity change, negative = inhibition, % at 11.5 µM. P16473. TSHR-expressing cells, TSH-stimulated cAMP HTRF, 2 h; stronger effect = lower value;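 active = activity change below a set negative limit, meaning inhibition stronger than a set level, cut at about -70% in these data; inconclusive = activity change between two set negative limits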; note: % is set by controls: 0 for no effect and ±100 for the full control effect
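Freshly harvested TSHR cells receive pin-tooled compound, then EC80 TSH at 4nM final. After 2 hours at 37 deg C, antibody in lysis buffer and cAMP-d2 are added; 30 minutes at ambient temperature precede the HTRF read.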
* = called active by the depositor; ? = inconclusive; · = no result given; [ ] = remark or other dose. Unless noted, calls come from the whole dose curve; as a rule, active = well fitted curve in the direction sought with a large enough effect; inconclusive = small, poorly fitted or top-dose-only effect, or another doubt; inactive = no such curve, though single readings can be large; an effect the other way counts as inactive or inconclusive.

Structure | A-T KAP1 phos | BCR signal inh | a7 integrin act | Tb PFK block | Mito fusion yeast | TSG101-PTAP inh | Eya2 phos inh | TCR activator | ELG1 repair inh | S-ASM inh | TSHR antag
CC(C)[C@H](NC(=O)c1ccco1)C(=O)OCC(=O)N1CC(=O)Nc2ccccc21 | 0% | 4% | 11% | -2% | 0% | -3% | -9% | 3% | 12% | 5% | -27
COc1cc(C(=O)OCCCOC(=O)c2cc(OC)c(OC)c(OC)c2)cc(OC)c1OC | 7% | 1% | 6% | 1% | 0% | -1% | 2% | 5% | -7% | 6% | -3
O=C(NCc1ccccc1)c1ccc(Cl)c(NC2=NC3CS(=O)(=O)CC3S2)c1 (stereo not drawn) | -12% | 6% | 9% | -11% | 0% | -6% | -11% | -3% | 5% | 5% | 15
O=C(N/N=C\c1c(O)ccc2ccccc12)c1ccc(S(=O)(=O)N2CCCCC2)cc1 | 0% | -1% | 2% | 3% | -7% | ? | -4% | 2%[46.1 µM] | ? | -10% | -8
COc1ccc2nc(SCC(=O)NC3CC3)c(C#N)cc2c1 | 12% | -1% | 0% | -7% | 15% | -1% | 8% | -2% | ? | 40%[activator] | 8
Cc1ccc(CSCCNC(=O)/C=C/c2ccccc2Cl)cc1 | 6% | -5% | -24% | 5% | -6% | -1% | 9% | 1% | 11% | -11% | 16
O=C(NCC1CCCO1)c1ccc2c(c1)OCO2 (stereo not drawn) | 3% | 0% | 0% | 5% | 4% | -3% | 3% | 4% | 18% | 2% | -9
Cc1nc(-c2ccccc2)cs1 | · | -1% | -17% | 7% | -1% | -5% | 20% | 0% | -2% | -1% | -12
COc1cc(OC)cc(C(=O)NC2CCSc3ccccc32)c1 (stereo not drawn) | 6% | 0% | -2% | 1% | 6% | 1% | 0% | -2% | -6% | -1% | -2
O=C(c1cc(Cl)nc2ccccc12)N(Cc1nnc(-c2ccc(Cl)cc2)o1)C1CC1 | 2% | 17% | -34% | -1% | -28% | -1% | 17% | -2% | -20% | -5% | -24
Cc1nc(Nc2ccc(S(=O)(=O)N3CCCCC3C)cc2)c2nnn(Cc3ccccc3)c2n1 (stereo not drawn) | -9% | 0% | -30% | 0% | -4% | ? | 5% | -6%[46.1 µM] | 7.3µM* | -6% | 8
CCc1ccc(C(=O)Cc2cc3cccc(OC)c3oc2=O)cc1 | 0% | ? | 15% | 0% | -3% | -7% | -6% | -1% | 0% | -12% | 9
CCOc1ccc(C(=O)NC(C)C2COc3ccccc3O2)cc1 (stereo not drawn) | 4%[11.5 µM] | 1% | 7% | -5% | 7% | 0% | -2% | 4% | ? | -3% | -4
CCOc1ccccc1NC(=O)CCC(=O)O | 1% | 5% | -17% | -2% | 0% | -5% | -3% | 9% | 8% | 2% | -4
CCOC(=O)C1(Cc2cccc(Cl)c2)CCCN(C(=O)c2ccc(C)nc2)C1 (stereo not drawn) | -3% | ? | 4% | 0% | 6% | -3% | 6% | -2% | 3% | -5% | -7
Cc1cc(C(=O)CN2C(=O)c3ccccc3S2(=O)=O)c(C)n1-c1ccccc1 | 0% | -15% | -32% | 0% | 17% | -8% | 15% | 6% | ? | 1% | -5
COc1ccccc1-n1c(SCC(=O)O)nc2c(sc(=S)n2-c2ccc(C)c(C)c2)c1=O | -7% | ? | 41% | 4% | -2% | -5% | 5% | -2% | 6% | 6% | 0
Cc1[nH]n(-c2ccccc2)c(=O)c1C(C[N+](=O)[O-])c1ccc(Cl)cc1 (stereo not drawn) | 9% | 0% | -32%[inhibitor] | 18% | 0% | 2% | 2% | -3%[46.1 µM] | -7% | 4% | 9
CCCCCC(=O)NCc1c(C(F)(F)F)nn(C)c1N1CCOCC1 | 0% | -8% | ? | 5% | 1% | 0% | 6% | 0% | -17% | 0% | -5
CC(C)(C)[C@H]1C=C(C(N)=O)O[C@@H](OCCCCO)C1 | -3% | 0% | 0% | 1% | 2% | -3% | -1% | 2% | 9% | 6% | -7
Cc1cc(NC(=O)C2CC(c3ccc(F)cc3)=NO2)n(-c2ccccc2)n1 (stereo not drawn) | 1% | ? | -8% | 1% | 2% | -2% | 17% | -4% | -13% | 3% | 5
COc1ccc(/C=C(/NC(=O)c2ccc(Br)cc2)C(=O)N2CCOCC2)cc1 | 4% | 0% | ? | 1% | 0% | 0% | 0% | 3% | -14% | -1% | 3
O=C(/C=C/c1ccco1)Nc1cccnc1Cl | -2% | ? | -17% | -7% | -2% | 1% | 4% | 4% | ? | 0% | 5
COc1ccccc1C(=O)COC(=O)C1(C)CC1(Cl)Cl (stereo not drawn) | 3% | ? | -16% | 1% | · | -1% | -18% | 3% | ? | -1% | -24
COc1ccc(C2C(C(C)=O)=C(O)C(=O)N2c2ccc(Br)cn2)cc1 (stereo not drawn) | 4% | 0% | -2% | -4% | 1% | -10% | 4% | 2% | 9% | -2% | -7
Cc1c(O)nc(SCC(=O)Nc2ccc3c4c(cccc24)CC3)n(-c2ccccc2)c1=O | -2% | ? | -21% | 1% | -2% | -3% | -8% | -2%[46.1 µM] | -8% | -1% | -9
N#Cc1ccc2ccn(CC(=O)N3CCCc4ccccc43)c2c1 | 2% | 3% | 11% | -29% | 8% | -1% | 7% | -4% | ? | -1% | 6
OCCCc1cn(-c2ccccc2)c2ccccc12 | -4% | 2% | -14% | 0% | 17% | -2% | 0% | 0% | 0% | 0% | -25
CCOc1ccc(CCNC(=O)Cc2ccc(NC3=NC4CS(=O)(=O)CC4S3)cc2)cc1OCC (stereo not drawn) | -4% | -4% | 1% | -5% | -3% | -2% | 7% | 2% | ? | 3% | 6
COCCN(C(=O)c1snc(C(N)=O)c1N)C(C(=O)NC1CCCCC1)c1cc(OC)c(OC)c(OC)c1 (stereo not drawn) | 1% | 0% | 13% | -3% | 1% | -10% | -1% | -4% | -18% | 78%[activator] | -11
COCc1ccc(CN2CCC(Oc3ccc(C(=O)NCc4ccccn4)cc3)CC2)o1 | 7% | 5% | -18% | 2% | -8% | -1% | -5% | -2% | 2% | 2% | 0
Cn1c(=O)c2c(nc(N3CCNCC3)n2Cc2ccccc2Cl)n(C)c1=O | 13% | 4% | -4% | -3% | 2% | 2% | 15% | -5% | 11% | 1% | 24
O=C(NCn1cnccc1=O)c1ccccc1 | -3% | 6% | 15% | -2% | 0% | -4% | -28% | -8% | 4% | 2% | 5
CN1CCN(S(=O)(=O)c2ccc(-c3ccc(S(=O)(=O)N4CCN(C)CC4)cc3)cc2)CC1 | -6% | -4% | · | 4% | -6% | · | 6% | · | 8% | · | 7
C[C@@]12C(=O)N(Cc3ccco3)CC(=O)N1[C@H]1c3cc(Cl)ccc3OC[C@@H]1[C@@H]2c1ccccc1 | 0% | 2% | 0% | 4% | · | -1% | -9% | -2% | -16% | -4% | -5
Cn1c(=O)c2ncn(CC(=O)Nc3ccc(N4CCOCC4)cc3)c2n(C)c1=O | -4% | 3% | -24% | -10% | -2% | -1% | -4% | -2% | 19% | -2% | 8
O=C(Nc1ccc(C2=NCCN2)cc1)c1ccc(C(=O)Nc2ccc(C3=NCCN3)cc2)c([N+](=O)[O-])c1 | 2% | ? | 5% | ? | 9% | -7% | ? | 2% | -13% | -3% | 7
COc1cccc(C2CC(C(F)(F)F)n3ncc(C(=O)NCc4ccco4)c3N2)c1 (stereo not drawn) | 3% | -11% | -18% | 0% | 2% | -2% | -6% | 0% | ? | -3% | 2
